IDE exosite inh = exo-site inhibitors of human insulin-degrading enzyme. actives 6.3% (n = 17,000). z-score at 20 µM. AID 1259349. purified IDE, FL-6b probe fluorescence polarization; active compounds read low;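 active = z-score of -3 or lower, meaning strong loss of probe binding signal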;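 also: His-tagged human IDE residues 42-1019 made in E. coli with 30 nM FL-6b probe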
Target sequence (P14735 42-1019 limits assumed): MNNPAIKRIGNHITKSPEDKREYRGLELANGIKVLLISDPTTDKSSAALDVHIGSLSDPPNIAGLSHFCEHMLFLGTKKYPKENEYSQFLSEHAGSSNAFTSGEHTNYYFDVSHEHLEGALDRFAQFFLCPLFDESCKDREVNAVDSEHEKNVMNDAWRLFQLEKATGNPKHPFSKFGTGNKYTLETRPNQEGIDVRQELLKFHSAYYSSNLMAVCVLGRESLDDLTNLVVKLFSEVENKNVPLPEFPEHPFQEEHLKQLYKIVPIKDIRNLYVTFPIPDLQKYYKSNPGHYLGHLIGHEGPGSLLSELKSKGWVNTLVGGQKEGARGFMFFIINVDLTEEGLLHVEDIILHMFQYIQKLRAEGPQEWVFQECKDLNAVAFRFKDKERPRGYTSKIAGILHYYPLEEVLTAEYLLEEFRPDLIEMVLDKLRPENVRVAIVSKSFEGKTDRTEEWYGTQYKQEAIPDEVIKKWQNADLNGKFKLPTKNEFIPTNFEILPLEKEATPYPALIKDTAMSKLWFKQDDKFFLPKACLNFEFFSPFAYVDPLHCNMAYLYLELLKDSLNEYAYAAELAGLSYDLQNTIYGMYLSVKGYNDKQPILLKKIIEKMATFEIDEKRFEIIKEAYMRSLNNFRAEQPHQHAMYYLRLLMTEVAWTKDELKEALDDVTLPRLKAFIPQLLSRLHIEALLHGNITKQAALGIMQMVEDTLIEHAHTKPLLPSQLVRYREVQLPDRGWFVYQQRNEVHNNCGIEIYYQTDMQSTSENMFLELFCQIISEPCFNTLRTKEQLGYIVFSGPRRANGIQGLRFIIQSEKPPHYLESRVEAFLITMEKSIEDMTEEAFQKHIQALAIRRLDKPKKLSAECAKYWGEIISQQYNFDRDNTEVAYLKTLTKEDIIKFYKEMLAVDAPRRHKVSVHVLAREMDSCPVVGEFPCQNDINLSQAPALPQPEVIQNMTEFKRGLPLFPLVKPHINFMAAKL
* = called active by the depositor; ! = not confirmed by another sample. The list is partial; the hit share may differ from the screen's.

IDE exosite inh	Structure
1.7	COc1ccc(-c2ccc([C@H]3[C@H](CO)N4C(=O)CN(C(=O)C5CCC5)C[C@@H]34)cc2)cc1
2.2	O=S(=O)(c1ccc(F)cc1)N1CCCCN2[C@H](CO)[C@H](c3ccc(C4=CCCCC4)cc3)[C@H]2C1
1.2	C[C@@H]1CC(=O)N[C@H](c2ccccc2)C/C=C\C[C@H](c2ccccc2)NC1=O
-0.2	CO[C@@H]1CN(C)C(=O)c2cc(NC(C)=O)ccc2OC[C@@H](C)N(Cc2ccncc2)C[C@H]1C
3.1	O=C(Nc1cccc(F)c1)N1CC(=O)N2[C@H](CO)[C@H](c3ccc(C#CCC4CCCC4)cc3)[C@H]2C1
4.9	C/C=C/c1ccc([C@@H]2[C@@H](C#N)N(c3nc(-c4ccccc4)cs3)[C@@H]2CO)cc1
0.72	CCNC[C@H]1[C@@H](c2ccc(C3=CCCC3)cc2)[C@@H](CO)N1C(=O)C1CCCC1
-1.6	C[C@@H](NC(=O)C[C@H]1CC[C@@H]2[C@H](COc3ccc(NC(=O)C4CCOCC4)cc3C(=O)N2C)O1)c1ccccc1

Some of the entries so far, in CSV form:
SMILES,IDE exosite inh
C[C@@H](NC(=O)C[C@H]1CC[C@@H]2[C@H](COc3ccc(NC(=O)C4CCOCC4)cc3C(=O)N2C)O1)c1ccccc1,-1.6
C/C=C/c1ccc([C@@H]2[C@@H](C#N)N(c3nc(-c4ccccc4)cs3)[C@@H]2CO)cc1,4.9
COc1ccc(-c2ccc([C@H]3[C@H](CO)N4C(=O)CN(C(=O)C5CCC5)C[C@@H]34)cc2)cc1,1.7
CCNC[C@H]1[C@@H](c2ccc(C3=CCCC3)cc2)[C@@H](CO)N1C(=O)C1CCCC1,0.72
CO[C@@H]1CN(C)C(=O)c2cc(NC(C)=O)ccc2OC[C@@H](C)N(Cc2ccncc2)C[C@H]1C,-0.2

Continued.
IDE exosite inh	Structure
-2.5	COc1ccccc1-c1ccc([C@H]2[C@H](CO)N3CCCCN(C(=O)c4ccncc4)C[C@@H]23)cc1
-1.5	O=C(C[C@@H]1C=C[C@H](NC(=O)Cc2cccnc2)[C@@H](CO)O1)NCc1ccc2c(c1)OCO2
0.31	NCC[C@H]1CC[C@H](NC(=O)Cc2ccncc2)[C@H](CO)O1
-1	CCCNC(=O)N1[C@H](CO)[C@@H](c2ccc(-c3ccccc3)cc2)[C@@H]1CNC(C)=O
0.52	O=C(C[C@H]1C=C[C@@H](NC(=O)Nc2ccccc2F)[C@H](CO)O1)NCc1ccc(-c2ccccc2)cc1
-0.56	C[C@@H]1CN([C@@H](C)CO)C(=O)CCCn2nncc2CO[C@@H]1CN(C)C(=O)Nc1ccnc(N2CCOCC2)c1
-0.52	O=S(=O)(c1ccccc1)N1CCCCN2[C@H](CO)[C@@H](c3ccc(-c4ccccc4)cc3)[C@@H]2C1
1.4	O=C(C1CCOCC1)N1[C@@H](CO)[C@@H](c2ccccc2)C12CN(Cc1cccc(Cl)c1)C2
-1.4	N#C[C@H]1[C@@H](c2ccccc2)[C@H](CO)N1C(=O)CCN1CCCCC1
0.6	N#C[C@@H]1[C@@H](c2ccc(-c3cccc(F)c3)cc2)[C@@H](CO)N1c1nc(-c2ccccc2)cs1
-0.42	C[C@@H]1CN([C@H](C)CO)C(=O)c2c(c3ccccc3n2C)-c2ccccc2CO[C@H]1CN(C)Cc1cccc(C(F)(F)F)c1
5.2	CC(=O)NC[C@@H]1[C@@H](c2ccc(C3=CCCCC3)cc2)[C@@H](CO)N1C(=O)C1CC1
-0.38	C[C@@H]1CN([C@@H](C)CO)C(=O)c2cc(NC(=O)CCC(F)(F)F)ccc2O[C@@H](C)CCCCO[C@@H]1CN(C)C(=O)Nc1cccc2ccccc12
1.2	C[C@@H]1CN([C@@H](C)CO)C(=O)c2cc(NC(=O)Nc3ccccc3)ccc2O[C@@H](C)CCCCO[C@H]1CN(C)C(=O)Nc1ccccc1
4.2	O=C1CN(S(=O)(=O)c2cccc(F)c2)C[C@H]2[C@@H](c3ccc(-c4ccc(F)cc4)cc3)[C@H](CO)N12
0.21	CCC(=O)NC[C@H]1[C@@H](c2ccc(C3=CCCC3)cc2)[C@@H](CO)N1C(=O)CN(C)C
-0.7	CCS(=O)(=O)N1CC2(CN(C(=O)c3ccc(F)cc3)[C@H](CO)c3[nH]c4cc(OC)ccc4c32)C1
4.4	C/C=C/c1ccc([C@@H]2[C@@H](CNC(=O)CC)N(Cc3ccccn3)[C@H]2CO)cc1
4.7	COCC(=O)N1[C@H](C#N)[C@@H](c2ccccc2C2=CCCCC2)[C@@H]1CO
1.9	CS(=O)(=O)N(CC1CCC1)C[C@H]1N[C@H](CO)[C@H]1c1ccccc1
-0.65	C[C@@H]1CN([C@@H](C)CO)C(=O)c2c(c3ccccc3n2C)-c2ccccc2CO[C@@H]1CN(C)Cc1cccc(C(F)(F)F)c1
3.6	N#C[C@H]1[C@H](c2ccc(C3=CCCC3)cc2)[C@H](CO)N1C(=O)C1CCC1
2.1	O=C(N[C@H]1C=C[C@@H](CC(=O)N2CCN(c3ccccc3)CC2)O[C@H]1CO)c1ccccc1
-0.85	COc1cccc(-c2ccc([C@H]3[C@H]4CN(C(=O)C5CCOCC5)CC(=O)N4[C@H]3CO)cc2)c1
-1.8	COc1cccc(S(=O)(=O)N2C[C@@H](O)COC[C@@H]3O[C@@H](CC(=O)N4CCN(c5ccccc5)CC4)CC[C@H]32)c1
-0.88	COc1ccc2c3c(n(C)c2c1)[C@@H](CO)N(CC1CC1)CC31CN(C(=O)Nc2ccc(F)cc2F)C1
-0.97	N#C[C@@H]1[C@H](c2ccccc2)[C@H](CO)N1C(=O)Cc1ccccn1
-0.46	CS(=O)(=O)N1CCCCN2[C@@H](CO)[C@H](c3ccc(C4=CCCC4)cc3)[C@@H]2C1
0.52	CCC(=O)Nc1ccc2c(c1)OC[C@@H](C)N(Cc1ccccc1)C[C@H](C)[C@@H](OC)CN(C)C2=O
-0.22	O=C1C[C@@H](c2ccccc2)C(=O)N[C@@H](c2ccccc2)C/C=C\C[C@@H](c2ccccc2)N1
2.1	CC(=O)N1[C@H](CO)[C@@H](c2ccccc2)[C@@H]1CN(C(=O)c1ccc(F)cc1)C(C)C
-5.1*	Cc1ccccc1-c1ccc([C@@H]2[C@H]3CN(S(C)(=O)=O)CC(=O)N3[C@H]2CO)cc1
0.85	CC(=O)NC[C@@H]1[C@@H](c2ccc(C3=CCCC3)cc2)[C@@H](CO)N1C(=O)CN(C)C
-3.4*	O=C(NC1CCCC1)N1CC(=O)N2[C@H](CO)[C@H](c3ccc(-c4cccnc4)cc3)[C@@H]2C1
0.31	O=C([C@H]1N[C@H]2c3ccc(-c4ccc(F)cc4)c(=O)n3C[C@H]2[C@@H]1CO)N1CCc2ccccc2C1
0.46	C[C@H]1CCCCO[C@H](CN(C)Cc2ccncc2)[C@@H](C)CN([C@@H](C)CO)C(=O)c2cc(NC(=O)Cc3ccccc3)ccc2O1
-0.34	COc1ccc(-c2ccc([C@@H]3[C@H](CO)N4C(=O)CNC[C@@H]34)cc2)cc1
1.9	CN(C)C(=O)c1ccc(-c2ccc([C@@H]3[C@@H](C#N)N(C(=O)C4CC4)[C@H]3CO)cc2)cc1
-0.57	O=C(Nc1ccc(F)cc1)N1CC(=O)N2[C@@H](CO)[C@H](c3ccc(C#Cc4ccc(F)cc4)cc3)[C@@H]2C1
-6.5*	COc1ccccc1-c1ccc([C@@H]2[C@@H](CO)N(C(=O)C3CCC3)[C@H]2C#N)cc1
2.5	O=C1CN(Cc2ccccc2)C[C@@H]2[C@@H](c3ccc(Br)cc3)[C@H](CO)N12
-0.31	C[C@H]1CN([C@@H](C)CO)C(=O)c2cc(NS(=O)(=O)c3cn(C)cn3)ccc2O[C@H]1CN(C)S(=O)(=O)c1ccc(F)cc1
-1.5	CN1C(=O)c2cc(NC(=O)Nc3ccccc3Cl)ccc2OC[C@@H]2O[C@H](CC(=O)NCCCN3CCOCC3)CC[C@H]21
-20*!	Cc1ccccc1-c1ccc(C2[C@@H]3CN(C(=O)c4cnccn4)C[C@H]2N3)cc1 (stereo partly drawn)
0.43	O=C(Nc1ccc(F)cc1)N1CC(=O)N2[C@H](CO)[C@H](c3ccc(C4=CCCC4)cc3)[C@@H]2C1
-0.39	CC(C)[C@H]1COCc2cnnn2CCC[C@H](C)C(=O)N1
1.2	CN(C)C(=O)c1cc2c(c(-c3cccc(C4=CCCCC4)c3)n1)[C@H](CCO)N(S(C)(=O)=O)C2
-1.6	N#C[C@H]1[C@H](c2ccccc2)[C@H](CO)N1C(=O)Nc1cccc(F)c1

The last 5 records of the section above are carried over, then new ones follow.
IDE exosite inh	Structure
-20*!	Cc1ccccc1-c1ccc(C2[C@@H]3CN(C(=O)c4cnccn4)C[C@H]2N3)cc1 (stereo partly drawn)
0.43	O=C(Nc1ccc(F)cc1)N1CC(=O)N2[C@H](CO)[C@H](c3ccc(C4=CCCC4)cc3)[C@@H]2C1
-0.39	CC(C)[C@H]1COCc2cnnn2CCC[C@H](C)C(=O)N1
1.2	CN(C)C(=O)c1cc2c(c(-c3cccc(C4=CCCCC4)c3)n1)[C@H](CCO)N(S(C)(=O)=O)C2
-1.6	N#C[C@H]1[C@H](c2ccccc2)[C@H](CO)N1C(=O)Nc1cccc(F)c1
0.52	CCNC(=O)C[C@@H]1CC[C@H]2[C@@H](COC[C@@H](O)CN2C(=O)C2CCCC2)O1
0.41	N#C[C@H]1[C@@H](c2ccccc2C2=CCCCC2)[C@H](CO)N1C(=O)Cc1ccncc1
2	O=S(=O)(c1ccccc1F)N1CC[C@H]2[C@H](CO)Nc3ccc(C4=CCCCC4)cc3[C@H]21
1	CS(=O)(=O)N1CC(=O)N2[C@H](CO)[C@H](c3ccc(C#CCC4CCCC4)cc3)[C@@H]2C1
-0.72	COCCNC(=O)C[C@H]1C[C@@H]2c3cc(NC(=O)CN(C)C)ccc3O[C@@H]2[C@H](CO)O1
-1.6	CC(C)C(=O)Nc1ccc2c(c1)C(=O)N(C)[C@@H]1CC[C@@H](CC(=O)NCCc3ccccc3)O[C@H]1CO2
-0.67	Cc1noc(C)c1S(=O)(=O)N(C)C[C@@H]1OCCCC[C@@H](C)Oc2ccc(NC(=O)CCC(F)(F)F)cc2C(=O)N([C@@H](C)CO)C[C@H]1C
0.76	COCC(=O)N1CC2(C1)CN(C(=O)Nc1ccccc1F)[C@H](CO)c1[nH]c3cc(OC)ccc3c12
-16*	Cc1ccccc1-c1ccc([C@H]2[C@@H](CO)N3CCCCN(C(=O)c4cccnc4)C[C@H]23)cc1
0.84	CN(C)C(=O)c1ccc(-c2ccccc2[C@@H]2[C@@H](CO)N(C(=O)C3CCCCC3)[C@H]2C#N)cc1
3.9	O=C(Nc1cccc(F)c1)N1CCCCN2[C@H](C1)[C@H](c1ccc(C#CC3CC3)cc1)[C@@H]2CO
0.41	COc1ccc2c3c([nH]c2c1)[C@H](CO)N(C(=O)Nc1ccc(F)cc1)CC31CN(S(=O)(=O)c2ccc(C)cc2)C1
-0.34	COCC#Cc1ccc([C@H]2[C@@H](CO)N3CCCCN(Cc4cccnc4)C[C@@H]23)cc1
2.1	CS(=O)(=O)N1CC(=O)N2[C@@H](CO)[C@@H](c3ccc(C#CC4CCCC4)cc3)[C@@H]2C1
-0.65	CN1C(=O)c2cc(NC(=O)Nc3ccccc3Cl)ccc2OC[C@H]2O[C@@H](CC(=O)O)CC[C@@H]21
0.28	CCc1cnc(N2[C@@H](C#N)[C@H](c3ccc(-c4cccc(F)c4)cc3)[C@@H]2CO)s1
0.49	C[C@@H]1CCCn2cc(nn2)COCCNC1=O
-0.25	CS(=O)(=O)N1[C@H](CO)[C@@H](c2ccccc2-c2ccccc2F)[C@@H]1C#N
2	O=C(Nc1ccccc1F)N1CCCCN2[C@H](C1)[C@H](c1ccc(C#Cc3cccnc3)cc1)[C@@H]2CO
-0.45	C[C@@H]1CN([C@H](C)CO)C(=O)c2cc(-c3ccncc3)cnc2O[C@@H]1CN(C)C(=O)CN1CCOCC1
0.41	Cc1ccccc1S(=O)(=O)N1C[C@@H](O)COC[C@@H]2O[C@H](CC(=O)N3CCCCC3)CC[C@H]21
-0.67	CO[C@@H]1CN(C)C(=O)c2cc(NC(=O)c3nc4ccccc4s3)ccc2OC[C@@H](C)NC[C@H]1C
-0.75	CCCNC(=O)N1[C@H](CO)[C@H](c2ccc(C#Cc3cccc(F)c3)cc2)[C@@H]1C#N
-0.42	CCS(=O)(=O)Nc1ccc2c(c1)C(=O)N(C)C[C@@H](OC)[C@@H](C)CN(CC1CCCCC1)[C@H](C)CO2
1.2	O=C(C[C@H]1CC[C@@H]2[C@H](COC[C@H](O)CN2CC2CCOCC2)O1)NCC1CCCCC1
6.7	C/C=C/c1ccc([C@@H]2[C@H](CO)N(S(C)(=O)=O)[C@H]2CN(CC)C(=O)CC)cc1
4.7	O=S(=O)(c1ccccc1F)N1CCCCN2[C@H](C1)[C@H](c1ccc(-c3ccncc3)cc1)[C@@H]2CO
0.52	C[C@H]1CN([C@@H](C)CO)C(=O)c2c(c3ccccc3n2C)-c2ccccc2CO[C@@H]1CN(C)C(=O)Nc1ccccc1C(F)(F)F
0.71	OC[C@@H]1[C@H](c2ccc(-c3ccccc3F)cc2)[C@H]2CN(Cc3ccncc3)CCCCN12
-0.94	O=C(C[C@@H]1C=C[C@@H](NS(=O)(=O)c2ccc(F)cc2)[C@H](CO)O1)N1CCc2ccccc2C1
-0.71	CCCNC(=O)N1[C@H](C#N)[C@H](c2ccccc2-c2ccc(OC)cc2)[C@@H]1CO
-1.3	Cc1ccccc1-c1ccc(C2[C@H]3CNC[C@@H]2N3Cc2cncnc2)cc1 (stereo partly drawn)
-0.21	CO[C@H]1CC[C@@H]2CCOc3ccc(C#N)cc3C(=O)N(C)C[C@H](c3ccccc3)CC(=O)N(C)C[C@@H]1O2
2.9	C/C=C/c1ccc([C@H]2[C@@H](CO)N(C(C)=O)[C@@H]2CN(CC)C(=O)CC2CC2)cc1
-1.7	COc1ccccc1NC(=O)N1CCCCN2[C@@H](CO)[C@@H](c3ccc(-c4cccc(F)c4)cc3)[C@@H]2C1
